# Source: PubChem BioAssay
# HRas wt GTP – modulators of GTP binding to HRas wildtype, primary screen, biochemical, bead-based flow cytometry, multiplex. GTPase HRas (Homo sapiens), P01112. GST-Ras wt beads, Bodipy-FL-GTP binding; actives lie on both sides. GTP binding activity, % at 10 µM. 190,000 tested, 0.14% active. AID 759, 2007;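 active = GTP binding activity at least 20% away from the 100% baseline, either lowered as inhibitor or raised as activator; inconclusive = flagged as likely green fluorescent, judged across all proteins in the well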;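 also: 0% = unlabeled GTP competition control and 100% = no-compound control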
# Target sequence (P01112 whole entry, looked up): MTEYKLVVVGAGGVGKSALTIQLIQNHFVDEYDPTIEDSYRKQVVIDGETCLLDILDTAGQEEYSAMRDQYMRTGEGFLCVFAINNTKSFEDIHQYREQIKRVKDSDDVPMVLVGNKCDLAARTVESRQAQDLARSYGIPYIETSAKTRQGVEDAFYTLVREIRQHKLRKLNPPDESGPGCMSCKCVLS
# Rab2 wt GTP – modulators of GTP binding to Rab2A wildtype, primary screen, biochemical, dog, bead-based flow cytometry, multiplex; GTP binding activity, % at 10 µM; GST-Rab2 wt beads, Bodipy-GTP binding; AID 760, 2007; Ras-related protein Rab-2A (Canis lupus familiaris), P61105; 190,000 tested, 0.19% active;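 active = GTP binding activity at least 20 points away from 100%, either lowered or raised; inconclusive = signal likely due to the compound's own green fluorescence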;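 also: 0% = beads with excess unlabeled GTP and 100% = no-compound control corrected for plate trend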
# Mcl1-Noxa inh – Mcl-1/Noxa binding inhibitors, primary screen, biochemical, TR-FRET, 1536-well; Induced myeloid leukemia cell differentiation protein Mcl-1 (Homo sapiens), Q07820; TR-FRET Mcl-1/Noxa peptide binding, 2 h; inhibition, % at 21.7 µM; 220,000 tested, 1.5% active;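 active = compounds that cut the protein-peptide binding signal by more than 50% relative to plate controls in a single-dose test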;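 also: His-tagged Mcl-1 with rhodamine Noxa BH3 peptide and terbium anti-His antibody; 0% = Mcl-1 plus Noxa peptide wells and 100% = peptide-only wells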
# Target sequence (Q07820 whole entry, looked up): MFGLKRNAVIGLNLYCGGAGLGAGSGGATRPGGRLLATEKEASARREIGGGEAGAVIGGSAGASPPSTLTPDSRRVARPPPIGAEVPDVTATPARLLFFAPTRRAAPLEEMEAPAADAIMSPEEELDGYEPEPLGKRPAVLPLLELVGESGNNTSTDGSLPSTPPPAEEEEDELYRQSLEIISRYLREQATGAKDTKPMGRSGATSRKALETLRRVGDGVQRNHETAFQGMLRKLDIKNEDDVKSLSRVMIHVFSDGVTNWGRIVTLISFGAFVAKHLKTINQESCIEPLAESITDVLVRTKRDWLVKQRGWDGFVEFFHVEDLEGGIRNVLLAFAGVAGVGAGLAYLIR
# Cdc42 wt GTP – modulators of GTP binding to wildtype Cdc42, primary screen, biochemical, multiplex bead flow cytometry, Bodipy-GTP; Cell division control protein 42 homolog (Homo sapiens), P60953; GST-Cdc42 beads; actives lie on both sides; percent activity (GTP binding), % at 10 µM; 190,000 tested, 0.2% active;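 active = percent activity GTP binding at least 20 points away from the 100% baseline, either down as inhibitor or up as activator; inconclusive = compound flagged as likely green fluorescent from well-wide comparison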;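 also: median bead fluorescence of bound Bodipy-FL-GTP at 100 nM; 0% = excess unlabeled GTP control and 100% = no compound control; below 100% means less GTP binding so inhibitor and above means activator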
# Mcl1-Bid inh – Mcl-1/Bid binding inhibitors, primary screen, biochemical, TR-FRET, 1536-well. AID 1021, 2008. TR-FRET Mcl-1/Bid-Dy647 peptide binding. 220,000 tested, 0.97% active. Induced myeloid leukemia cell differentiation protein Mcl-1 (Homo sapiens), Q07820. inhibition, % at 21.7 µM;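 active = compounds that cut the binding signal by more than half at the single screening dose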;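 also: His-tagged Mcl-1 with europium anti-His antibody binding Bid BH3 peptide; 0% = Mcl-1 plus peptide wells and 100% = peptide-only wells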
# Rac1 mut GTP – GTP binding modulators of activated mutant Rac1, primary screen, biochemical, bead-based flow cytometry, multiplex, fluorescent GTP | Ras-related C3 botulinum toxin substrate 1 (Homo sapiens), P63000 | GST-Rac1 activated beads; actives lie on both sides; 100% means binding = to untreated wells | percent activity (GTP binding), % at 10 µM | 190,000 tested, 0.11% active;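 active = GTP binding at least 20 percentage points away from the 100% baseline, in either direction, so actives lie on both sides; inconclusive = Compound likely fluorescent itself, or too few beads counted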
# Pf gametocyte – late stage P. falciparum gametocyte viability inhibitors, primary screen, ATP luminescence, HTS | P. falciparum stage V gametocytes, 24 h | inhibition, % at 10.9 µM | 150,000 tested, 0.065% active | AID 743093, 2013;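 active = inhibition above the mean plus 3 SD of compounds within the control limits, set per campaign, cut at about 38% in these data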;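 also: 0% = DMSO wells and 100% = medium only without gametocytes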
# Rac1 wt modul – wildtype Rac1 GTP binding modulators, primary screen, biochemical, GST-Rac1 beads, flow cytometry, multiplex; Ras-related C3 botulinum toxin substrate 1 (Homo sapiens), P63000; fluorescent GTP binding; actives lie on both sides; 0 = cold GTP competed, 100 = untreated; GTP binding activity (% of control), % at 10 µM; 190,000 tested, 0.27% active;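 active = GTP binding activity at least 20 points away from the 100% control level, either lower or higher; inconclusive = compound flagged as likely green fluorescent, judged across all proteins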
# Bim-Mcl-1 – inhibitors of Bim peptide binding to Mcl-1, primary screen, biochemical, bead-based flow cytometry, multiplex; Bim peptide-Mcl-1 binding; inhibition, % at 10 µM; Induced myeloid leukemia cell differentiation protein Mcl-1 (Homo sapiens), Q07820; AID 1009, 2008; 190,000 tested, 0.1% active; in the data active = inhibition above about 40%;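 also: 0% = no compound tracer wells and 100% = peptide blocker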
# Rab7 wt modul – modulators of GTP binding to Rab7, primary screen, biochemical, wildtype, multiplex bead flow cytometry | GTP binding activity (percent of control), % at 10 µM | Rab7 GTPase wild type (dog), Bodipy-FL-GTP binding | 190,000 tested, 0.055% active | GST-Rab7 beads, fluorescent GTP binding; actives lie on both sides; untreated = 100%, excess cold GTP = 0% | AID 758, 2007;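 active = fluorescent GTP binding to Rab7 beads changed by at least 20 points from the 100% baseline, either direction, mostly lower; inconclusive = compound itself probably fluorescent, or too few beads counted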;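 also: median green fluorescence of bound Bodipy-FL-GTP per Rab7 bead population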
# RGS8-Gao – RGS8-Galphao binding modulators, primary screen, biochemical, multiplexed bead flow cytometry. actives lie on both sides. response (percent of control binding), % at 10 µM. 220,000 tested, 0.34% active. AID 1423, 2008; in the data active = response below about 60% or above about 140%; inactive = in between;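 also: Galphao activated as the GDP aluminium fluoride complex binding bead-coupled RGS8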
# Target sequence (P09471 whole entry, looked up): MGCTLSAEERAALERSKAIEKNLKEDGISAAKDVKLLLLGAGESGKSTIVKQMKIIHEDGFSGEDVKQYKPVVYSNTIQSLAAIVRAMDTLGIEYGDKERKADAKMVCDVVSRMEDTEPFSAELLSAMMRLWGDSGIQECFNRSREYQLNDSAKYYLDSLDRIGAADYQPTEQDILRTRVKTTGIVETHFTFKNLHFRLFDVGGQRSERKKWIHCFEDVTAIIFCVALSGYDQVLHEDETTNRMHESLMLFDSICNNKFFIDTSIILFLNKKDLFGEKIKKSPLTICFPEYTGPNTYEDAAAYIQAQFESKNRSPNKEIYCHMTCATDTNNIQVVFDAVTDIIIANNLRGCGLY
# * = called active by the depositor; ? = inconclusive; · = not tested or not shown; & = joins results of further samples.
SMILES,HRas wt GTP,Rab2 wt GTP,Mcl1-Noxa inh,Cdc42 wt GTP,Mcl1-Bid inh,Rac1 mut GTP,Pf gametocyte,Rac1 wt modul,Bim-Mcl-1,Rab7 wt modul,RGS8-Gao
COC(=O)C1CCN(C(=O)COc2ccc(Cl)cc2)CC1,94.0,97.0,15.3,96.0,2.8,96.0,·,95.0,0.0,98.0,96.2
Cc1ccc(C)c(CN2C(=O)C(C)Oc3ccc(C)cc32)c1 (stereo not given),99.0,102.0,-9.3,100.0,-1.0,100.0,-4.6,105.0,-1.0,99.0,110.5
Cc1ccccc1NC(=O)C1CC(=O)N(c2ccccc2F)C1 (stereo not given),99.0,102.0,9.2,102.0,-4.6,99.0,-14.6,101.0,-5.0,102.0,106.8
Brc1ccc(CSc2ncnc3nc[nH]c23)cc1,99.0,100.0,-21.4,100.0,-5.7,99.0,·,102.0,-2.0,100.0,94.1
CC(C)(C)c1ccc(C(=O)c2c[nH]c(C(=O)NCc3cccnc3)c2)cc1,99.0,98.0,1.3,102.0,1.3,97.0,15.4,100.0,0.0,97.0,95.6
N#CC1=C(N)OC2=C(CCc3ccccc32)C1c1ccccc1 (stereo not given),102.0,102.0,8.3,99.0,-6.4,101.0,16.4,100.0,-1.0,102.0,100.2
CC(=O)Nc1cccc(NC(C)=O)n1,102.0,97.0,-11.6&3.4,103.0,-11.8&-2.7,98.0,·,106.0,-2.0,101.0,97.6&105.4
CCN1CCN(c2cc(C)c3cc(NC(=O)c4cnccn4)ccc3n2)CC1,104.0,103.0,7.2,104.0,-13.6,100.0,·,108.0,-1.0,106.0,103.6
Cc1ccc(NC(=O)COc2ccccc2[N+](=O)[O-])nc1,99.0,99.0,13.7,100.0,-9.9,96.0,-24.4,96.0,-1.0,97.0,124.4
CCCOC(=O)c1ccc(NC(=O)c2nc3nc(C)cc(C)n3n2)cc1,95.0,94.0,-3.1,95.0,-7.8,97.0,·,96.0,-2.0,96.0,99.3
CC1=NC2(CCCc3c2no[n+]3[O-])N(O)C1(C)C (stereo not given),102.0,102.0,-8.3,105.0,-5.5,101.0,·,104.0,2.0,103.0,101.4
Cn1c(NC(=S)Nc2ccccc2)nc2ccccc21,?,?,-52.2,?,-78.0,?,23.5,?,-8.0,?,98.6
Cc1ccn(CC(=O)N/N=C/c2cc([N+](=O)[O-])ccc2O)n1,101.0,99.0,-17.0,100.0,-50.1,99.0,-33.2,106.0,-4.0,99.0,90.9
O=C(COC(=O)/C=C/c1ccc(OC(F)F)cc1)NCCN1C(=O)CSC1=O,95.0,96.0,36.7,94.0,-49.8,96.0,8.2,96.0,-7.0,93.0,103.9
CC(C)(C)C1CCC(=NNc2ncc(C(F)(F)F)cc2Cl)CC1 (stereo not given),103.0,103.0,-11.7,108.0,-73.3,102.0,·,111.0,-59.0,104.0,102.2
O=C(COC(=O)c1ccc2c(c1)C(=O)N(Cc1ccncc1)C2=O)Nc1ccccc1[N+](=O)[O-],99.0,100.0,83.1*,100.0,19.7,100.0,-12.6,100.0,-8.0,100.0,97.1
CC(C)(C)NC(=O)C(c1ccncc1)N(C(=O)CNC(=O)c1ccco1)c1ccc2c(c1)OCO2 (stereo not given),100.0,96.0,-8.0,103.0,-26.3,98.0,17.4,104.0,-2.0,96.0,98.5
Cc1cc(C(=O)Cn2nc(C(=O)O)c3ccccc3c2=O)c(C)n1-c1ccc(OC(F)F)cc1,82.0,80.0,-3.3,79.0*,-23.2,83.0,-9.8,90.0,-3.0,90.0,100.4
CC(=O)Nc1ccccc1-c1nc2ccc(C(=O)N3CCN(c4ccccc4)CC3)cc2[nH]c1=O,107.0,108.0,-1.1,106.0,-39.1,102.0,·,111.0,-1.0,105.0,99.5
Cc1nc(N2CCN(S(=O)(=O)c3ccccc3C#N)CC2)c2c(-c3cccs3)csc2n1,96.0,96.0,-15.0,95.0,-37.1,92.0,-16.9,95.0,-3.0,103.0,106.1
COc1ccc(NC(=O)CSc2nnc(NC(=O)c3ccc(S(=O)(=O)N4CCOCC4)cc3)s2)cc1,93.0,92.0,18.0,101.0,4.6,96.0,13.1,101.0,-4.0,97.0,85.3
CC(=O)Nc1cc(-c2ccc(Cl)cc2)[nH]n1,95.0,96.0,-9.7,96.0,-17.0,96.0,·,95.0,-2.0,93.0,99.5
CCCC1CCC(C(=O)Nn2cnc3ccccc3c2=O)CC1 (stereo not given),96.0,96.0,-9.2,98.0,-34.9,95.0,·,99.0,-2.0,96.0,96.1
Cc1ccccc1OCC(=O)Nc1ccc(C(N)=O)cc1,101.0,101.0,-3.0,105.0,-2.8,101.0,14.5,110.0,-112.0,99.0,100.9
CCCc1cc(=O)n2[nH]c(NCc3ccc(Cl)cc3Cl)nc2n1,98.0,99.0,-8.3,97.0,-3.0,98.0,·,99.0,0.0,99.0,100.4
Cc1ccc(S(=O)(=O)NCC(=O)N2CCC(C)CC2)cc1,101.0,100.0,-14.7,99.0,-7.0,99.0,·,102.0,0.0,102.0,102.1
CC(C(=O)NCCN1CCOCC1)c1ccc([N+](=O)[O-])cc1 (stereo not given),?,?,0.7,?,-0.8,?,-11.8,?,-1.0,?,98.3
COc1cc(NC(=O)c2cccs2)c(OC)cc1NC(=O)CCC(=O)Nc1ccc2ncccc2c1,72.0*,71.0*,35.9,71.0*,47.3,87.0,13.3,74.0*,11.0,90.0,104.9
COC1C/C(=N\O)C2OC(c3ccccc3)OCC2O1 (stereo not given),101.0,99.0,0.1,101.0,-1.9,100.0,·,105.0,-2.0,99.0,99.8
COc1ccc(OCc2cccc(C(=O)Nc3cc(C)on3)c2)cc1,101.0,101.0,-5.5,104.0,-0.7,101.0,-14.3,103.0,-1.0,92.0,98.4
CCOC(=O)c1c(NC(=O)Cn2c(C)nc3ccccc32)sc2c1CCC2,104.0,101.0,-19.2,101.0,-17.9,96.0,23.4,105.0,1.0,105.0,99.2
Cc1nc(N/C(N)=N/S(=O)(=O)c2ccc([N+](=O)[O-])cc2)nc2ccccc12,101.0,99.0,18.1,101.0,-21.4,97.0,-10.6,101.0,0.0,102.0,100.7
COc1ccc(-c2csc(N(CC3CCCO3)C(=O)c3ccc(C)cc3)n2)cc1 (stereo not given),102.0,97.0,-11.4,101.0,-3.3,98.0,-1.6,106.0,1.0,101.0,101.4
CCN(CC(=O)Nc1ccc(C)c(F)c1)CC(=O)NC(C)C,94.0,94.0,-8.9,92.0,-8.3,94.0,-16.4,93.0,-4.0,99.0,105.3
CC(=O)NN1C(=O)/C(=C\c2ccc(O)cc2)SC1=S,99.0,99.0,-15.6,96.0,-65.7,95.0,·,100.0,0.0,101.0,100.8
Cc1ccc(-c2ccc(=O)n(CC(=O)Nc3cccc(C(=O)N4CCN(C)CC4)c3)n2)cc1,97.0,96.0,5.4,98.0,-3.5,98.0,·,104.0,-3.0,94.0,99.9
CCN(CC)C(=O)CN(C)S(=O)(=O)c1cccc2nsnc12,104.0,100.0,-7.3,102.0,75.6*,93.0,·,104.0,-1.0,103.0,101.4
O=C(COC(=O)c1c2ccccc2cc2ccccc12)Nc1ncc(C(F)(F)F)cc1Cl,95.0,97.0,4.0,96.0,-20.6,96.0,-0.3,99.0,-2.0,100.0,90.8
COc1c(N)c2ccccc2[nH]c1=O,102.0,100.0,3.0,102.0,-22.0,97.0,-12.8,102.0,-1.0,103.0,101.8
O=C(Nc1nc(-c2ccc(S(=O)(=O)N3CCCC3)cc2)cs1)C1COc2ccccc2O1 (stereo not given),99.0,95.0,-46.1,99.0,-5.4,96.0,-13.1,99.0,-5.0,99.0,97.4
Cc1ccc(CN=C2NC(=O)C(CC(=O)NCCc3ccccc3)S2)cc1 (stereo not given),95.0,98.0,1.2,92.0,-5.0,93.0,·,91.0,-1.0,104.0,106.4
COc1cc(C(c2c(C)[nH][nH]c2=O)c2c(C)[nH][nH]c2=O)ccc1OCc1ccc([N+](=O)[O-])cc1,91.0,93.0,-72.6,93.0,-61.3,94.0,19.2,87.0,-2.0,98.0,93.8
COc1ccc(C2=COc3ccccc3C(=O)N2)cc1,98.0,100.0,6.5,100.0,-33.9,98.0,-11.8,96.0,-1.0,106.0,98.5
CCN1CCN(C(=O)CN(CC)S(=O)(=O)c2ccc(Cl)cc2)CC1,98.0,98.0,-0.9,101.0,-15.8,97.0,·,99.0,0.0,96.0,100.6
CC1(C(=O)O)COC(c2ccc([N+](=O)[O-])cc2)OC1 (stereo not given),101.0,101.0,11.4,104.0,0.6,102.0,·,107.0,0.0,96.0,101.8
CCc1ccc(NC(=O)Cn2nc(C)c([N+](=O)[O-])c2C)cc1,97.0,97.0,3.7,97.0,-6.7,95.0,·,99.0,-1.0,104.0,100.4
CCN(CC)CCNCc1cc(Br)ccc1OCC(=O)NCc1ccccc1,97.0,102.0,18.4,102.0,8.0,96.0,-7.7,99.0,0.0,105.0,103.7
Cc1ccc(CNC(=O)CSc2c3c(nc4cc(Cl)ccc24)CCCC3)o1,93.0,93.0,15.6,93.0,3.1,94.0,16.6,91.0,-1.0,92.0,99.7
Cc1nc(SCC(=O)N(C)Cc2ccco2)c2c(C)c(C)sc2n1,101.0,102.0,8.4,97.0,-23.4,97.0,·,96.0,0.0,102.0,94.0
Cc1cccc2sc(N(CCCN(C)C)C(=O)CCc3ccccc3)nc12,101.0,102.0,11.6,101.0,4.3,100.0,-2.0,104.0,-4.0,102.0,105.8
